T cruzi growth: T. cruzi proliferation inhibition | inhibition, % at 8.34 µM | T. cruzi beta-gal in NIH3T3, GalScreen luminescence, 90 h | 77,000 compounds, 5.9% hits | AID 624255;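 active = mean inhibition above about 93%, with at least 55% of replicates each passing it, limit read from the data, passing the limit was not always enough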
KDM4C inh: blocks human GASC-1 (KDM4C) demethylase activity. GST-KDM4C 2-372, H3K9me3 peptide, LANCE TR-FRET. Q9H3R0. 96,000 compounds, 0.15% hits. inhibition, % at 12.5 µM;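 active = mean replicate inhibition above about 25%, with at least 55% of replicates also reaching it, limit read from the data, passing the limit was not always enough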
Target sequence (Q9H3R0 2-372 limits assumed): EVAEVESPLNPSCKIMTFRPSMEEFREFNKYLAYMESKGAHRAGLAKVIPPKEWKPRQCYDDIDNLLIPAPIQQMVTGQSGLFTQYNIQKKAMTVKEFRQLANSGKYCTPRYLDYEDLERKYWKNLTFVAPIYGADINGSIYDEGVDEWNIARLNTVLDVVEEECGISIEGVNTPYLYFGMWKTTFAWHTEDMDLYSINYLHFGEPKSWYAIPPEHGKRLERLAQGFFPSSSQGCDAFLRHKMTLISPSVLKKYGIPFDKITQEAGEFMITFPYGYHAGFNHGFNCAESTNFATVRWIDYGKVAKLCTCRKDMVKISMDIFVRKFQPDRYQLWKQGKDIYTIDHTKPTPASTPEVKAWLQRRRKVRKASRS
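Material: GST-tagged GASC-1 (JMJD2C) catalytic fragment, aa 2-372. Input: enzyme final amount 10 nM. Medium: HEPES buffer, pH 7.5, plus ascorbate. Reagent: H3K9me3 peptide substrate, Fe(II), 2-oxoglutarate. Doses: single dose. Times: reaction 30 min RT, detection step 1 h RT. Measured by: LANCE TR-FRET. Evaluation: Fall in 671/618 emission ratio as inhibition.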
C diff HTS: C. difficile growth inhibition; 86,000 compounds, 0.25% hits; growth activity, negative = inhibition, % at 16 µg/mL (by protocol); AID 1259249; Clostridium difficile clinical isolate growth, OD600, 24 h; stronger effect = lower value;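 active = mean growth activity at or below -80% and every replicate also at or below -80%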;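 also: 0% = DMSO wells and -100% = levofloxacin 16 µg/mL wells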
Pf Dd2 growth: blocks growth of Plasmodium falciparum Dd2 parasites. AID 1159554. activity change, % at 10 µM. P. falciparum Dd2 growth, SYBR Green, 72 h; stronger effect = lower value. 94,000 compounds, 2.3% hits; in the data active = activity change below about -80%
* marks the source's active call; other numbers are inactive results; · = no result given; & = joins results of further samples.

SMILES	T cruzi growth	KDM4C inh	C diff HTS	Pf Dd2 growth
C[C@H](CO)N1C[C@H](C)[C@H](CN(C)C(=O)CCC(F)(F)F)OCCCC[C@H](C)Oc2ccc(NS(=O)(=O)c3ccccc3)cc2C1=O	46.2	·	4.4	-14.5
CCCN(C)C[C@@H]1Oc2cc(Br)ccc2S(=O)(=O)N([C@@H](C)CO)C[C@@H]1C	32.7	0.3	1.5	-0.1
CN1C(=O)c2cc(NC(=O)Cc3cccs3)ccc2OC[C@@H]2O[C@@H](CC(=O)NCC3CC3)CC[C@@H]21	-42.6	-1.9	0.1	0.8
Cc1ccc(S(=O)(=O)NC[C@H]2CC[C@H]3[C@H](CN3Cc3cc(F)ccc3F)O2)cc1	·	·	-4.7	28.2
CO[C@H]1CC[C@H]2CCN(C)C(=O)[C@@H](C)CN(C)C(=O)c3cc(C#N)ccc3OC[C@H]1O2	14.4	0.2	0.5	·
C/C=C/c1cnc2c(c1)C(=O)N([C@@H](C)CO)C[C@H](C)[C@@H](CN(C)S(=O)(=O)c1cccs1)O2	56.9	4.4	-3.9	-42.5
CCCC#Cc1ccc([C@@H]2[C@@H](C#N)N(C(=O)C3CC3)[C@H]2CO)cc1	91.2	1.4	-16.8	-17.0
COC(=O)c1ccc(CN2CC(=O)N3[C@H](C2)[C@@H](c2ccc(Br)cc2)[C@@H]3CO)cc1	·	-2.2	37.3	14.3
C[C@@H]1CCCCO[C@@H](CN(C)S(=O)(=O)c2cccs2)[C@@H](C)CN([C@@H](C)CO)C(=O)c2cc(NC(=O)Nc3ccccc3)ccc2O1	54.1	-1.1	15.4	·
CCCC#Cc1cnc2c(c1)C(=O)N([C@@H](C)CO)C[C@@H](C)[C@@H](CN(C)C(=O)c1ccc(F)cc1)O2	55.4	8.6	11.7	-36.3
COc1ccc(NC(=O)Nc2ccc3c(c2)C(=O)N([C@H](C)CO)C[C@H](C)[C@H](CN(C)C(=O)NC2CCCCC2)O3)cc1	0.9	1.7	-5.9	-11.2
COc1ccccc1C(=O)N1C[C@@H]2[C@H](c3ccccc31)[C@H](CO)N2C(=O)Cc1cccnc1	37.8	0.0	-3.9	8.7
CCNC(=O)C[C@H]1C=C[C@@H](NC(=O)NC2CCCCC2)[C@@H](CO)O1	·	-0.7	3.1	-15.4
COc1ccc2c3c([nH]c2c1)[C@@H](CO)N(C(=O)CC1CC1)CC31CN(C(=O)c2ccccc2)C1	·	0.3	-2.2	-55.8
CO[C@@H]1CN(C)C(=O)c2ccc(NC(=O)c3cc(C)on3)cc2OC[C@H](C)N(C(C)=O)C[C@H]1C	-7.3	0.4	·	15.3
CC(C)NC(=O)N(C)C[C@H]1Oc2ccc(NC(=O)Nc3ccc(F)cc3)cc2CC(=O)N([C@@H](C)CO)C[C@H]1C	16.4	-2.4	-4.3	-10.0
C[C@@H]1CN([C@@H](C)CO)C(=O)c2cccc(NC(=O)C3CCOCC3)c2O[C@@H]1CN(C)CC1CCCCC1	13.0	0.7	-0.6	13.2
C[C@H](NC(=O)C[C@@H]1CC[C@H]2[C@@H](COc3ccc(NS(=O)(=O)c4ccc(Cl)cc4)cc3C(=O)N2C)O1)c1ccccc1	32.8	-1.9	3.1	-7.0
CCC(=O)Nc1ccc2c(c1)OC[C@H](C)N(Cc1ccncc1)C[C@@H](C)[C@H](OC)CN(C)C2=O	·	1.4	4.0	11.7
C[C@@H]1CN([C@H](C)CO)S(=O)(=O)c2ccc(-c3ccc(C(=O)N(C)C)cc3)cc2O[C@H]1CN(C)Cc1ccccc1C(=O)O	28.9	6.5	-7.4	18.7
O=C(C[C@@H]1CC[C@H]2[C@@H](COC[C@@H](O)CN2Cc2ccc3c(c2)OCO3)O1)Nc1ccc(-c2ccccc2)cc1	103.3*	1.5	68.0&19.0	-0.1
C/C=C/c1ccc2c(c1)O[C@H](CN(C)C(=O)NC1CCCCC1)[C@H](C)CN([C@H](C)CO)S2(=O)=O	100.9	-0.9	8.3	-12.5
CCS(=O)(=O)N1CCC2(CC1)CN(C)[C@H](CO)c1c2c2ccc(OC)cc2n1C	·	-0.2	2.3	1.8
C[C@@H]1CN([C@@H](C)CO)C(=O)c2cccc(NS(=O)(=O)c3cccs3)c2O[C@@H]1CN(C)S(=O)(=O)c1ccc(Cl)cc1	33.7	-2.9	-15.0	-44.9
N#C[C@H]1[C@H](c2ccc(C3=CCCCC3)cc2)[C@H](CO)N1C(=O)NC1CCCCC1	100.6*	0.3	-24.8	20.3
C[C@H]1CN([C@@H](C)CO)C(=O)Cc2cc(NC(=O)Nc3ccc(F)cc3)ccc2O[C@H]1CN(C)Cc1ccc(C(F)(F)F)cc1	30.2	0.1	80.4	-2.9
COc1ccc(NC(=O)N(C)C[C@H]2Oc3ncc(C#C[C@H](C)O)cc3C(=O)N([C@@H](C)CO)C[C@H]2C)cc1	69.0	-1.1	7.8	17.1
COc1cccc(-c2cnc3c(c2)C(=O)N([C@@H](C)CO)C[C@H](C)[C@H](CN(C)C(=O)CN(C)C)O3)c1	31.7	-0.1	-1.2	-24.0
O=C(c1cccnc1)N1CC[C@@H]2[C@@H](CO)Nc3ccc(-c4ccccc4)cc3[C@@H]21	77.8	-1.2	-1.4	-1.1
CCN1[C@@H]2c3ccc(-c4ccc(F)cc4)c(=O)n3C[C@@H]2[C@@H](CO)[C@@H]1C(=O)NC1CCC1	·	9.8	2.3	-13.4

Already shown: 15 of the compounds above.
SMILES	T cruzi growth	KDM4C inh	C diff HTS	Pf Dd2 growth
COC(=O)c1ccc(CN2CC(=O)N3[C@H](C2)[C@@H](c2ccc(Br)cc2)[C@@H]3CO)cc1	·	-2.2	37.3	14.3
C[C@@H]1CCCCO[C@@H](CN(C)S(=O)(=O)c2cccs2)[C@@H](C)CN([C@@H](C)CO)C(=O)c2cc(NC(=O)Nc3ccccc3)ccc2O1	54.1	-1.1	15.4	·
CCCC#Cc1cnc2c(c1)C(=O)N([C@@H](C)CO)C[C@@H](C)[C@@H](CN(C)C(=O)c1ccc(F)cc1)O2	55.4	8.6	11.7	-36.3
COc1ccc(NC(=O)Nc2ccc3c(c2)C(=O)N([C@H](C)CO)C[C@H](C)[C@H](CN(C)C(=O)NC2CCCCC2)O3)cc1	0.9	1.7	-5.9	-11.2
COc1ccccc1C(=O)N1C[C@@H]2[C@H](c3ccccc31)[C@H](CO)N2C(=O)Cc1cccnc1	37.8	0.0	-3.9	8.7
CCNC(=O)C[C@H]1C=C[C@@H](NC(=O)NC2CCCCC2)[C@@H](CO)O1	·	-0.7	3.1	-15.4
COc1ccc2c3c([nH]c2c1)[C@@H](CO)N(C(=O)CC1CC1)CC31CN(C(=O)c2ccccc2)C1	·	0.3	-2.2	-55.8
CO[C@@H]1CN(C)C(=O)c2ccc(NC(=O)c3cc(C)on3)cc2OC[C@H](C)N(C(C)=O)C[C@H]1C	-7.3	0.4	·	15.3
CC(C)NC(=O)N(C)C[C@H]1Oc2ccc(NC(=O)Nc3ccc(F)cc3)cc2CC(=O)N([C@@H](C)CO)C[C@H]1C	16.4	-2.4	-4.3	-10.0
C[C@@H]1CN([C@@H](C)CO)C(=O)c2cccc(NC(=O)C3CCOCC3)c2O[C@@H]1CN(C)CC1CCCCC1	13.0	0.7	-0.6	13.2
C[C@H](NC(=O)C[C@@H]1CC[C@H]2[C@@H](COc3ccc(NS(=O)(=O)c4ccc(Cl)cc4)cc3C(=O)N2C)O1)c1ccccc1	32.8	-1.9	3.1	-7.0
CCC(=O)Nc1ccc2c(c1)OC[C@H](C)N(Cc1ccncc1)C[C@@H](C)[C@H](OC)CN(C)C2=O	·	1.4	4.0	11.7
C[C@@H]1CN([C@H](C)CO)S(=O)(=O)c2ccc(-c3ccc(C(=O)N(C)C)cc3)cc2O[C@H]1CN(C)Cc1ccccc1C(=O)O	28.9	6.5	-7.4	18.7
O=C(C[C@@H]1CC[C@H]2[C@@H](COC[C@@H](O)CN2Cc2ccc3c(c2)OCO3)O1)Nc1ccc(-c2ccccc2)cc1	103.3*	1.5	68.0&19.0	-0.1
C/C=C/c1ccc2c(c1)O[C@H](CN(C)C(=O)NC1CCCCC1)[C@H](C)CN([C@H](C)CO)S2(=O)=O	100.9	-0.9	8.3	-12.5

(more compounds)
SMILES	T cruzi growth	KDM4C inh	C diff HTS	Pf Dd2 growth
O=C(NCC[C@@H]1CC[C@H](NS(=O)(=O)Cc2ccccc2)[C@@H](CO)O1)C1CCCC1	·	0.0	-2.4	24.7
C[C@H](CO)N1C[C@H](C)[C@H](CN(C)S(=O)(=O)c2ccc(C#N)cc2)Oc2ncc(C#Cc3ccc(C(F)(F)F)cc3)cc2C1=O	·	-2.6	64.2	-78.8
O=C(C[C@@H]1CC[C@@H]2[C@H](COC[C@H](O)CN2C(=O)Nc2ccc(Cl)cc2)O1)NCC1CCCCC1	47.8	-2.1	13.7&0.9	9.2
C[C@@H]1CN([C@@H](C)CO)C(=O)c2cccc(NC(=O)Nc3ccc(F)cc3)c2O[C@H]1CN(C)C	·	0.7	13.9&10.0	0.3
C[C@@H]1CCCCO[C@H](CN(C)C(=O)CCCN(C)C)[C@@H](C)CN([C@@H](C)CO)C(=O)c2cc(NC(=O)NC3CCCCC3)ccc2O1	29.2	1.1	-5.2	2.0
O=C(C[C@@H]1C[C@H]2c3cc(NC(=O)CC4CC4)ccc3O[C@H]2[C@H](CO)O1)NCc1ccccc1F	-27.0	-3.5	-2.2	3.9
C[C@H]1CN([C@@H](C)CO)C(=O)Cc2cc(NC(=O)CCCCCC(=O)Nc3ccccc3N)ccc2O[C@@H]1CN(C)Cc1ccc(C(F)(F)F)cc1	93.9	-0.7	-9.6	-39.4
C[C@@H]1CN([C@@H](C)CO)C(=O)Cc2cc(NS(=O)(=O)c3cccs3)ccc2O[C@@H]1CN(C)Cc1ccc(C(=O)Nc2ccccc2N)cc1	40.0	-0.3	10.1	-67.9
COc1ccccc1CNC(=O)C[C@H]1C=C[C@H](NC(=O)CC2CC2)[C@H](CO)O1	22.6	-1.5	3.3	5.8
C[C@H](CO)N1C[C@H](C)[C@H](CN(C)Cc2ccc(-c3ccccc3)cc2)Oc2cc(C#C[C@@H](C)O)ccc2S1(=O)=O	102.6*	-0.2	4.2	-66.9
O=C(c1cccc(F)c1)N1CCCCN2[C@H](CO)[C@H](c3ccc(-c4cncnc4)cc3)[C@@H]2C1	75.1	-0.3	0.4	-1.1
CN1C(=O)c2cc(NC(=O)C3CC3)ccc2OC[C@H]2O[C@@H](CC(=O)NCCc3ccncc3)CC[C@@H]21	-9.0	0.1	-1.1	9.9
C[C@H](CO)N1C[C@H](C)[C@H](CN(C)S(=O)(=O)c2ccc(F)cc2)Oc2ccc(NC(=O)Nc3cccc4ccccc34)cc2CC1=O	43.3	-1.1	-17.2	-35.3
C[C@H](CO)N1C[C@H](C)[C@H](CN(C)S(=O)(=O)c2ccccc2)Oc2c(NC(=O)Nc3ccc(F)cc3)cccc2C1=O	41.2	1.6	12.6	-17.0
O=C(C[C@@H]1C[C@H]2c3cc(NC(=O)Nc4ccccc4)ccc3O[C@H]2[C@@H](CO)O1)NC1CCCC1	29.3	-1.4	2.2	5.0
C[C@H](NC(=O)C[C@H]1CC[C@H]2[C@@H](COC[C@H](O)CN2C(=O)Nc2cccc(F)c2)O1)c1ccccc1	46.1	17.0	-1.0	-21.7
O=C(CC1CC1)N1CC(=O)N2[C@H](CO)[C@H](c3ccc(C#Cc4cccc(F)c4)cc3)[C@H]2C1	·	4.6	-2.0	-43.8
O=C(C[C@@H]1C[C@@H]2c3cc(NC(=O)Nc4ccc(F)cc4)ccc3O[C@@H]2[C@H](CO)O1)NCC(F)(F)F	-30.6	1.9	-0.9	-29.7
C[C@@H]1CN([C@@H](C)CO)C(=O)c2cc(NC(=O)c3ccncc3)ccc2O[C@@H](C)CCCCO[C@H]1CN(C)Cc1ccncc1	51.3	0.5	-0.4	-22.5
C[C@@H]1CN([C@H](C)CO)C(=O)c2cc(C3=CCCCC3)cnc2O[C@H]1CN(C)C(=O)c1ccc(F)cc1	29.8	-0.5	-3.2	-6.3
CO[C@H]1CC[C@@H]2CCN(C)C(=O)[C@H](C)N(C)C(=O)c3cccc(C#N)c3OC[C@H]1O2	-5.7	-1.1	-0.5	·
C[C@@H]1CN([C@@H](C)CO)C(=O)c2cc(NS(=O)(=O)c3cn(C)cn3)ccc2O[C@@H]1CN(C)S(=O)(=O)c1ccccc1	-47.9	1.5	-0.3	27.6
